PPARg SRC1 recr: PPARgamma agonists recruiting SRC-1 coactivator, primary screen, biochemical. activation, % at 8 µM. hit rate 0.41% among 200,000. PPARgamma-SRC-1 coactivator recruitment biochemical assay. Peroxisome proliferator-activated receptor gamma (Homo sapiens), P37231; in the data active means activation above about 19%;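 further: 0% = DMSO and 100% = reference agonist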
Target sequence (P37231 whole entry, looked up): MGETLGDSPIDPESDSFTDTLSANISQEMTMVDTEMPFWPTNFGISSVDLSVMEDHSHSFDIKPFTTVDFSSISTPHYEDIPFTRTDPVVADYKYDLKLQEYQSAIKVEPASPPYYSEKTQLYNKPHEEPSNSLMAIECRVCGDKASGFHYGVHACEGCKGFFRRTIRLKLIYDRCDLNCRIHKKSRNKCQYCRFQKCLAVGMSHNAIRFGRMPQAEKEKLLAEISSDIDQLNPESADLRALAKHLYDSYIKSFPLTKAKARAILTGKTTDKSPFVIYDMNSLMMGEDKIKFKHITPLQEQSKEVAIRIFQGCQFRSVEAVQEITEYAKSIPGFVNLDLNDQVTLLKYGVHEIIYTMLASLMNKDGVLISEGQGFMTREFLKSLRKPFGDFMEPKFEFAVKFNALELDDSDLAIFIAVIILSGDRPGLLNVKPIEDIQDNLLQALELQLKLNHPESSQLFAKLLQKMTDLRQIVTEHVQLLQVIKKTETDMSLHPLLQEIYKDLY
TLR4-MyD88 BLA: inhibitors of TLR4-MyD88 association in cells, primary screen, cell-based, HeLa CL3-4, BLA complementation, FRET ratio; Toll-like receptor 4 (Homo sapiens) + Myeloid differentiation primary response protein …; HeLa CL3-4 TLR4/MyD88 BLA complementation; inhibition, % at 8.4 µM; hit rate 0.18% among 200,000; AID 861, 2007; in the data active means inhibition above about 25%;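 further: 0% = vehicle and 100% = reference inhibitor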
S1P3 antag: S1P3 receptor antagonists, primary screen, cell-based; inhibition, % at 4.98 µM; Sphingosine 1-phosphate receptor 3 (Homo sapiens), Q99500; CHO S1P3 NFAT-BLA reporter, FRET fluorescence, antagonist mode; hit rate 0.27% among 170,000;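 active means inhibition above the plate cutoff, the mean inhibition of test wells on that plate plus 3 SD, cut at about 28% in these data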;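 further: cells challenged with S1P at its EC80 of 0.8 µM; blue over green emission ratio from cleaved BLA substrate after 4 h stimulation; 0% = S1P-stimulated wells and 100% = unstimulated DMSO-only wells; some compounds past the cut are filed as inactive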
PPARg SRC-2 ag: agonists of PPARg-SRC-2 recruitment, primary screen, biochemical, HTS. activation, % at 8 µM. PPARgamma LBD-SRC-2 recruitment. hit rate 0.34% among 200,000; in the data active means activation above about 22%;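 further: 0% = vehicle and 100% = reference agonist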
TR-FRET SRC-2 ct: TR-FRET signal artefacts, primary screen, artefact control for PPARgamma SRC-2 agonist project, biochemical. TR-FRET artefact counter-screen; hits give high values. TR-FRET ratio at 8 µM. hit rate 0.4% among 200,000. AID 1049, 2008; in the data active means TR-FRET ratio above about 2000; further: inactives centre near 1500
STAT3 blocker: IL-6 driven STAT3 reporter inhibitors, primary screen, U3A cells, luciferase, luminescence, MLSCN library; hit rate 0.89% among 190,000; IL-6 STAT3-luciferase reporter; host cell line lacks STAT1; inhibition, % at 5.5 µM;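 active means inhibition above the mean inhibition across all screened compounds plus 3 SD, cut at about 44% in these data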;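 further: 0% = DMSO only wells and 100% = 100 µM nifuroxazide control wells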
STAT1 inh: STAT1 signaling inhibitors, primary screen, cell-based, HTS, luciferase reporter | hit rate 0.35% among 200,000 | inhibition, % at 5.5 µM | NIH 3T3 STAT1-luciferase reporter, IFN-gamma, luminescence;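 active means inhibition above a set limit, the mean inhibition across all tested compounds plus 3 SD, cut at about 34% in these data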;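 further: 0% = IFN-gamma with DMSO and 100% = IFN-gamma with 300 µM nifuroxazide; values of inactives mirror those of a sister screen read the other way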
RAM inhibit: inhibitors of the yeast RAM network, primary screen, dse1pr::URA3 reporter, 5-FOA selection | hit rate 1.8% among 190,000 | inhibition, % at 50 µM | S. cerevisiae dse1pr::URA3 reporter, 5-FOA growth OD615, 2 d; analog-sensitive cbk1-as2 kinase mutant strain | AID 868, 2007;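 active means inhibition above a set limit, 3 SD over mean compound inhibition, cut at about 8.4% in these data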;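 further: 0% = DMSO-only wells with no growth and 100% = 10 µM 1-NA-PP1 full growth; inhibition rescues growth on 5-FOA so higher OD means more RAM inhibition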
ROMK mod: ROMK potassium channel modulators, primary screen, cell-based, thallium flux, MLSMR library. Tet-inducible ROMK, thallium flux fluorescence; actives lie on both sides. hit rate 2% among 130,000. B-score at 10 µM. AID 1918, 2009. ATP-sensitive inward rectifier potassium channel 1 (Homo sapiens), P48048;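 active means signal ratio slope over the read window, or its plate-corrected B-score, at least 3 SD from the plate mean, either direction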;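 further: B-score of the F/F0 ratio slope over 7 to 12 s after thallium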
Target sequence (P48048 whole entry, looked up): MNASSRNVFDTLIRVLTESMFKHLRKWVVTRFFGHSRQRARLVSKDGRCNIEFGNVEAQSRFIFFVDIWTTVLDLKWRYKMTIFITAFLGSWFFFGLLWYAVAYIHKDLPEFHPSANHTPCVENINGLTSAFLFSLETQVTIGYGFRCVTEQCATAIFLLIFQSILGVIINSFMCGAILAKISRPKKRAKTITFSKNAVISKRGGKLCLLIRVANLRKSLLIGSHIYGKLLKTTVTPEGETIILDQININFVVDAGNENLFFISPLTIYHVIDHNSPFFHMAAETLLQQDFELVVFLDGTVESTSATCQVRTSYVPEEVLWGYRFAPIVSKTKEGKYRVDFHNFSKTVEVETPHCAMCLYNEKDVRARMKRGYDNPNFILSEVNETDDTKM
PPARg SRC-3 ag: PPARgamma agonists recruiting SRC-3 coactivator, primary screen, biochemical; biochemical PPARgamma/SRC-3 coactivator recruitment assay; activation, % at 8 µM; AID 731, 2007; hit rate 0.26% among 200,000; Peroxisome proliferator-activated receptor gamma (Homo sapiens), P37231; in the data active means activation above about 23%;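 further: 0% = DMSO and 100% = reference agonist; some compounds past the cut are filed as inactive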
STAT3 activator: IL-6 driven STAT3 reporter potentiators, primary screen, U3A cells, luciferase, luminescence, MLSCN library; hit rate 0.91% among 190,000; activation (% of control), % at 5.6 µM; IL-6 STAT3-luciferase reporter; 100% = signal with IL-6 EC80 alone; AID 871, 2007;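 active means activation above the screen-wide mean of compound activation plus 3 SD, cut at about 130% in these data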;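 further: 0% = background luminescence of wells with medium and substrate only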
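Detection: reporter luminescence signal / Assay system: STAT1-lacking human U3A cells, STAT3 luciferase reporter / Incubation: compound pre-incubation 1 h before IL-6, then 6 h stimulation at 37 °C / Control set: IL-6-only high control / Read-out: % activation relative to IL-6 control / Probe or stimulus: Interleukin-6, 33 ng/mL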
* hit, by the source's call; . = no result given.

Results follow in this order: PPARg SRC1 recr	TLR4-MyD88 BLA	S1P3 antag	PPARg SRC-2 ag	TR-FRET SRC-2 ct	STAT3 blocker	STAT1 inh	RAM inhibit	ROMK mod	PPARg SRC-3 ag	STAT3 activator
Cc1ccc2oc3c(c(=O)c2c1)C(c1ccc(F)cc1)N(CCCN1CCOCC1)C3=O (stereo not drawn)
 : 0	-15	-9	-13	1404	-5	-5	1.0	.	-5	112
Cn1nnc(NC(=O)CSc2ncn[nH]2)n1
 : 4	-5	.	3	1481	9	2	1.2	1.2	9	98
N#CCC(=O)NCCCc1ccccc1
 : -1	9	-11	4	1494	23	-3	1.0	-0.076	2	82
Cc1ccc2nc(SCC(=O)NCC3CCCO3)c(C#N)cc2c1 (stereo not drawn)
 : 2	-6	26	5	1610	-1	-13	2.5	.	1	105
COC(=O)c1cn(Cc2cccc(C)c2)nn1
 : -2	9	-16	-5	1407	-6	-4	0.1	0.22	-1	107
O=C(Nc1ccc(OCC(=O)N2CCOCC2)cc1)c1cncc(Br)c1
 : 16	8	-9	-5	1387	15	9	1.8	-0.038	3	91
CCOC(=O)C(=O)Nc1ccccc1C(=O)Nc1ccc(OC)cc1
 : -1	2	.	4	1501	7	-2	4.4	0.61	-5	100
Cc1cccc(-n2c(C)nc3sccc3c2=O)c1
 : 3	12	.	6	1823	14	6	0.7	.	5	93
CSc1nc2n(n1)C(C)C1=C(CCCC1=O)N2 (stereo not drawn)
 : 4	-1	3	-3	1420	4	-9	2.2	0.38	-1	103
O=S(=O)(c1ccccc1)N(CC(O)Cn1c2ccccc2c2ccccc21)c1ccccc1 (stereo not drawn)
 : -4	3	.	14	1574	14	6	3.7	.	11	92
N#CCSc1nc2sc3c(c2c(=O)n1C1CCCCC1)CCCC3
 : 1	10	.	7	1523	2	1	0.7	-0.015	7	104
COc1ccc(C2NC(c3ccc(OC)cc3)C([N+](=O)[O-])C(C)(C)C2[N+](=O)[O-])cc1 (stereo not drawn)
 : -8	-1	-8	-5	1236	3	-1	2.8	-0.19	1	101
O=C(O)c1cccc(NC(=O)C2C3C=CC(C3)C2C(=O)OCC(F)(F)C(F)F)c1 (stereo not drawn)
 : 2	-10	-14	9	1659	-1	6	1.4	-0.12	-7	102
Cc1nnc(N2CCc3ccccc3C2)[nH]c1=O
 : 9	14	-6	14	1635	12	-3	-1.2	0.45	-1	93
O=C(NCCc1ccccc1)c1cccc([N+](=O)[O-])c1
 : 6	-5	15	6	1496	3	-30	0.9	1.2	-4	101
O=C(c1ccco1)N1CCN(S(=O)(=O)c2cccc(C(F)(F)F)c2)CC1
 : 6	-10	-12	9	1443	9	-2	0.2	.	7	97
C/C(O)=c1/cnc2nc3ccccc3n2c1=O
 : 2	1	-22	-2	1543	3	-10	0.8	-0.012	-3	103
C[C@H](NC(=O)c1nc[nH]c1C(=O)NCCCCCNC(=O)OC(C)(C)C)C(=O)OC(C)(C)C
 : -11	-9	7	-4	1534	.	23	-0.9	.	-1	.
O=P(Cc1cccc[n+]1[O-])(c1ccccc1)c1ccccc1
 : 8	-2	-15	9	1755	-4	7	1.9	-0.23	0	107
CCC(C)n1[nH]c(=O)cc1N (stereo not drawn)
 : 16	-3	-21	10	1844	12	1	0.8	.	6	94
CN(C)S(=O)(=O)c1cc(C(=O)NCCCn2ccc3ccccc32)ccc1Cl
 : 0	10	-9	5	1519	-10	0	9.3*	.	11	113
COc1cc(C2C(C#N)=C(N)Oc3c2ccc2ccccc32)ccc1OCC(=O)Nc1cccc(C)c1 (stereo not drawn)
 : 0	-2	-19	5	1525	-8	1	6.5	.	0	106
C=CCNC(=O)/C(C#N)=C/c1ccc(C)o1
 : -3	6	-3	-5	1538	21	-1	2.0	-0.47	2	86
CCCCNC(=O)CC1SC(=NCC)N(CC)C1=O (stereo not drawn)
 : 1	12	.	-2	1455	2	3	0.5	0.17	-2	96
Cc1ccc(NC(=O)CSc2nnc(C3CC3)n2N)cc1S(=O)(=O)N1CCOCC1
 : -8	2	-11	-7	1486	11	3	-0.1	0.28	-7	98
Cc1cc(N2CCN(C)CC2)nc2ccc(NC(=O)c3cccnc3Cl)cc12
 : 0	-1	.	-6	1349	5	1	0.9	-0.29	-6	101
CCOC(=O)N1CCN(C(=O)c2ccc(CS(=O)(=O)c3ccc(OC)cc3)o2)CC1
 : 10	-15	-7	-4	1543	5	-4	-0.6	.	-3	96
Cc1ccc(Oc2c(F)c(F)nc(N3CCCC3)c2F)cc1
 : 2	1	-5	3	1662	0	-1	0.8	1.3	0	98
COc1cccc(C2(c3cccc(OC)c3)CC2C(=O)Nc2ccc(F)cc2)c1 (stereo not drawn)
 : 2	6	-11	-11	1512	-3	9	4.3	-0.39	0	103
CC(C)(C)C(=O)CSc1nc2ccccc2o1
 : -1	-4	2	-5	1545	13	-56	-0.6	-1.3	1	97
CC1CCN(S(=O)(=O)c2cccc(C(=O)Nc3ccccc3)c2)CC1
 : 5	-3	1	-6	1423	-5	-2	3.0	0.22	-2	110
COc1ccc(/C=C(\NC(=O)/C=C/c2ccco2)C(=O)NCCc2nc3ccccc3[nH]2)cc1
 : -9	6	-10	-5	1312	0	-2	1.2	0.021	-1	103
O=C(CN1C2CCCC1CC(NC(=O)c1ccco1)C2)Nc1ccccc1 (stereo not drawn)
 : 6	-9	.	2	1649	13	3	-0.7	.	6	92
CCOC(=O)c1cc(-c2ccccc2)sc1NC(=O)C(C)Sc1nnnn1C (stereo not drawn)
 : 0	-1	12	1	1573	33	-1	5.5	.	-7	78
c1ccc2oc(-c3[nH]ncc3CN3CCSCC3)cc2c1
 : 11	-1	14	6	1597	13	-5	-0.5	-0.78	1	98
Cc1cc(C(=O)N2CCCC(C(=O)c3ccc4ccccc4c3)C2)n(C)n1 (stereo not drawn)
 : 0	6	-2	1	1578	0	4	4.9	0.0065	5	103
O=C(NCc1ccccc1)C1(c2cccc(F)c2)CCCC1
 : 18	15	-11	2	1541	5	-1	-0.8	-1.2	2	103
Cc1c(N=C/C=C2\N(C)c3ccccc3C2(C)C)c(=O)n(-c2ccccc2)n1C
 : -2	5	6	1	1597	14	2	0.8	.	-16	96
O=C(C1CSC2(c3ccc(F)cc3)CCC(=O)N12)N1CCCCCC1 (stereo not drawn)
 : 0	9	4	4	1571	4	-2	1.2	.	0	102
COCCNC(=O)C1CCN(S(=O)(=O)c2ccccc2)CC1
 : -1	-13	-8	9	1623	11	1	3.4	.	-1	99
O=c1cc(CSc2nnnn2-c2ccc(O)cc2)nc2sccn12
 : 1	1	-10	-9	1522	3	7	2.5	0.86	-1	106
CN(C)c1ccc(N=Cc2nc(-c3ccccc3)oc2OC(=O)c2cccc(Cl)c2)cc1
 : -3	-6	5	6	1723	10	-32	3.1	.	4	94
COc1ccc(C(=O)N2CCN(c3ccc([N+](=O)[O-])c(NCCc4ccc(OC)c(OC)c4)c3)CC2)cc1
 : 5	-9	4	3	1723	70*	26	4.0	.	5	43
O=C1CCC(C(=O)Nc2cccc(S(=O)(=O)N3CCOCC3)c2)N1 (stereo not drawn)
 : -1	1	-3	4	1606	10	-4	1.1	-0.042	3	98
O=C(COC(=O)CCC1CCCC1)NCc1ccc(Cl)cc1
 : 2	3	-10	1	1578	1	-3	1.9	-0.029	3	100
O=C(c1nnc(-c2ccccc2)o1)C1CC1
 : -1	-3	-17	-4	1607	-4	2	-0.6	-1.1	2	104
CC(=O)CCc1oc2ccc([N+](=O)[O-])cc2c1-c1ccc(C)o1
 : 9	-19	-6	1	1557	10	6	4.3	-0.35	4	92
Cc1ccc(O)c(C2=Nc3ccccc3N=C(c3ccco3)C2)c1
 : 7	-4	.	5	1614	9	5	2.7	.	19	94
CN(C)c1nc(SCc2ccccc2Cl)nc2c1CCCC2
 : -7	2	.	0	1631	12	5	-0.7	.	1	95
CN1CCN(C2CC(=O)N(Cc3ccc(N4CCCC4=O)cc3)C2=O)CC1 (stereo not drawn)
 : 0	-14	.	2	1478	6	8	0.7	.	-5	99
Cn1cc(Cl)c(C(=O)NNC(=S)Nc2cccc(Cl)c2)n1
 : 2	14	6	-1	1345	0	-26	-1.0	-0.26	1	104
C#CCn1cc(/C=N/NC(=O)c2cc3ccccc3o2)c2ccccc21
 : 4	13	-6	0	1459	-1	-1	4.3	1.1	-2	101
N#CC1=C(SCc2ccccc2)NC(=O)C(C#N)C12CCCC2 (stereo not drawn)
 : -2	4	-10	6	1421	8	-1	3.3	0.31	-17	94
CCN1CCN(c2nc(N)c([N+](=O)[O-])c(Nc3cccc(C)c3)n2)CC1
 : 2	-6	-12	11	1775	2	3	1.5	-0.35	2	98
CCN(C(=O)CSc1ncn[nH]1)c1cccc2ccccc12
 : -3	7	-3	-4	1420	6	6	-0.5	0.013	-3	101
Cc1nc2c(-c3ccc(F)cc3)c(C)nn2c(N2CCOCC2)c1C
 : 8	0	29	8	1513	7	2	0.7	0.78	1	96
O=S1(=O)N=C(N(CCO)/N=C/C=C/c2ccccc2)c2ccccc21
 : 4	8	-3	-6	1441	3	-11	1.3	-0.46	0	99
CN(C)CCCN(C(=O)COc1ccccc1)c1nc2ccc(Cl)cc2s1
 : -4	-2	8	-3	1589	13	-1	1.8	-0.83	5	99
Cc1cc(/C=C2/SC(=S)N(c3cccc(Cl)c3)C2=O)c(C)n1-c1cccnc1
 : 7	-9	.	0	1386	67*	19	.	.	7	44
CC(C)OC(=O)C1C(=O)CC(C)(O)C(C(=O)OC(C)C)C1c1cccnc1 (stereo not drawn)
 : 6	0	14	14	1649	10	-1	1.0	-0.27	12	94
C=CCOC(=O)C1=C[C@H](c2cn(C(C)=O)c3ccccc23)[C@@H](CCCO)[C@H](OCC)O1
 : -5	0	5	-8	1407	.	15	0.9	.	-3	.
COc1ccc(/C=N/OC/C(O)=C(\C#N)c2nc3ccccc3[nH]2)cc1OC
 : -4	-4	-14	-8	1320	-8	-7	2.7	.	-2	112
CN1CCN(CCCNC(=S)Nc2ccc(F)c(Cl)c2)CC1
 : 0	4	-14	9	1444	6	5	1.0	-0.27	1	95
